POLI inh: DNA polymerase iota (human) inhibition; Q9UNA4; Pol iota fluorescent replication assay, 10 min; Potency, µM (doses to about 115 µM), without a hit: top-dose activity, negative = inhibition, actives largely listed as inhibitors; 1% of 390,000 active; AID 588590; also: potency is read from the fitted curve at half-maximal effect
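Fluorescent replication assay read twice, at 0 min and 10 min after adding 50 nM (final) substrate. Enzyme (10 nM) and compounds were first incubated 15 min at room temperature; enzyme-free buffer wells were negative controls.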
POLB inh: inhibitors of human DNA polymerase beta | P06746 | Potency, µM (highest dose often 114 µM), without a hit: at the highest dose activity change, negative = inhibition, usual class: inhibitors | AID 485314 | Pol beta primer extension/strand displacement, fluorescence kinetic | 1.3% of 340,000 active; also: potency is read from the fitted curve at half-maximal effect; % is scaled to controls: 0 for no effect and ±100 for the full control effect
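Reaction started by 50 nM substrate onto compound-treated Pol beta (10 nM, 15 min preincubation, room temperature); plates read at 0 min and 10 min. Normalized concentration-effect data fitted by four-parameter Hill equation.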
TRHR ag: activates the human TRH receptor; P34981; activation, % at 2 µM; 0.18% of 360,000 active; TRHR cells, calcium flux fluo-8, FDSS agonist mode; AID 493084; in the data active = activation above about 30%; also: 0% is about no effect
Target sequence (P34981 whole entry, looked up): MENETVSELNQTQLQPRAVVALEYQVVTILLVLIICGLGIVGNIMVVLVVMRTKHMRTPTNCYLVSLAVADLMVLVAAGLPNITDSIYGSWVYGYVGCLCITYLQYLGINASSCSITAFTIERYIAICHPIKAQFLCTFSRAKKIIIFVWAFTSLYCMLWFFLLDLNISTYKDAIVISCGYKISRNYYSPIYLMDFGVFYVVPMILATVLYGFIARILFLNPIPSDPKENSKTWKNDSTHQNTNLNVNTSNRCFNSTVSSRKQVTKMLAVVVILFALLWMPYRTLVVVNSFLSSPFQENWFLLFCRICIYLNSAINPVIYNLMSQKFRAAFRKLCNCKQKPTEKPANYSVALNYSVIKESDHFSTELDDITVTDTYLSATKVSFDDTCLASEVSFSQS
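Fluo-8-loaded TRHR cells; 10 s baseline, compound added, kinetic Ca2+ fluorescence read 1/s, agonist mode.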
BLM inh: inhibitors of human Bloom syndrome helicase BLM | recombinant BLM DNA unwinding, fluorescence dequenching | Potency, µM (top dose mostly 56.1 µM), inactives show at the top dose activity change, negative = inhibition, actives largely listed as inhibitors | AID 2528 | P54132 | 0.2% of 350,000 active;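 also: potency is read from the fitted curve at half-maximal effect; plate controls were vehicle for no effect and no enzyme for full effect; nearly all actives have a fitted effect of over 35% in size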
Apoferritin bind: candidate novel general anesthetic via apoferritin binding | P02791 | apoferritin/1-aminoanthracene competitive binding, fluorescence | Potency, µM (top dose mostly 77.5 µM), without a hit: at the top dose activity change, negative = displacement, most hits filed as inhibitors | 0.074% of 350,000 active; also: potency is read from the fitted curve at half-maximal effect; % is scaled to controls: 0 for no effect and ±100 for the full control effect; nearly all actives have a fitted effect of over 20% in size
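Apoferritin-based anesthetic binding model; compound displacement of fluorescent 1-AMA measured as endpoint fluorescence after 10 minutes at room temperature, scaled to free-ligand and complex controls.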
ALOX12 inh: inhibitors of human 12S-lipoxygenase ALOX12; Potency, µM (titrated, usually from 108 µM), for the others: at the top dose activity change, negative = inhibition, hits mostly inhibitors; AID 1671190; 1.1% of 580,000 active; P18054; purified 12hLO, xylenol orange hydroperoxide absorbance; also: potency is read from the fitted curve at half-maximal effect; % is scaled to controls: 0 for no effect and ±100 for the full control effect
Target sequence (P18054 whole entry, looked up): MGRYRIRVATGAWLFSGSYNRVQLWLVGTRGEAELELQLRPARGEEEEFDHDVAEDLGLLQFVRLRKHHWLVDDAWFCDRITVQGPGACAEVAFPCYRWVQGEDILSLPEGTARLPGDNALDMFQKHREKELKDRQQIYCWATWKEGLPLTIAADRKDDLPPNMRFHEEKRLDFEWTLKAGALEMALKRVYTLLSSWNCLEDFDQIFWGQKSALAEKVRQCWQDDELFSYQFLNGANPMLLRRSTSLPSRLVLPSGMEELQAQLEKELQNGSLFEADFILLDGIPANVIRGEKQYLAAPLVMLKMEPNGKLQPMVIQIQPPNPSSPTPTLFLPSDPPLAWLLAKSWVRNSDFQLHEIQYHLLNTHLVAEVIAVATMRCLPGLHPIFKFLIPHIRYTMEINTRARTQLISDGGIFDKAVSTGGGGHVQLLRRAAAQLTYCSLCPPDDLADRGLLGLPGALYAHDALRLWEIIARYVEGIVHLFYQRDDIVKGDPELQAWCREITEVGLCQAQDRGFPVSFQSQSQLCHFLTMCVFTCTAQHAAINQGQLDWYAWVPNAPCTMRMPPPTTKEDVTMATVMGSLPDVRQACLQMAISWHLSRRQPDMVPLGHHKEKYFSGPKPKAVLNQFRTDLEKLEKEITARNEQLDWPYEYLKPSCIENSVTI
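Hydroperoxide product was detected by ferrous iron/xylenol orange as the 573 to 405 nm absorbance ratio. Arachidonic acid at 40 uM (final) was turned over for 30 min at room temperature by 150 nM human 12hLO, pH 7.0 Hepes buffer, after 15 min compound preincubation.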
Pol kappa inh: inhibitors of human DNA polymerase kappa; purified Pol kappa, fluorescent DNA synthesis assay, 10 min; Q9UBT6; Potency, µM (series often up to 107 µM), for the others: top-dose activity, negative = inhibition, most hits filed as inhibitors; AID 588579; 0.53% of 400,000 active; also: potency is read from the fitted curve at half-maximal effect; % is scaled to controls: 0 for no effect and ±100 for the full control effect
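Kinetic fluorescence screen: compound preincubated 15 min RT with 10 nM enzyme; 50 nM substrate (final) initiates; reads at 0/10 min.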
ERG Ets-DNA blk: ERG Ets/DNA interaction inhibition; Potency, µM (top dose mostly 76.9 µM), for inactives: top-dose FP activity, negative = inhibition, most hits filed as inhibitors; AID 624246; 0.028% of 370,000 active; fluorescence polarization, His-ERG Ets domain / labelled DNA; active = well fitted inhibition curve with a large enough effect in the polarisation, with a control signal flat; inconclusive = small, poorly fitted or top-dose-only effect, or effect the other way, or a change in a side signal; inactive = no such curve, though single readings can be large or run the other way; the % refers to the polarisation;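 also: polarization taken with two DNA probes labelled with fluorescein and Texas red; potency is read from the fitted curve at half-maximal effect; % of control where 0% means no effect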
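His-tagged ERG Ets domain (1 uM in the protein solution; 300mM KCl, 50mM Tris-HCl, 1mM EDTA, 1mM DTT, pH 7.5) received compound, then a probe mix of 5 nM fluorescein-DNA and 100nM Texas-615-DNA. Fluorescence polarization was read for both dyes.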
APEX1 inh: inhibitors of human APE1 endonuclease | Potency, µM (top dose mostly 65.8 µM), for the others: at the top dose activity change, negative = inhibition, hits mostly inhibitors | AID 2517 | recombinant APE1, TAMRA/BHQ-2 abasic DNA cleavage fluorescence | 0.35% of 350,000 active;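 also: potency is read from the fitted curve at half-maximal effect; plate controls were vehicle for no effect and reference inhibitor for full effect; nearly all actives have a fitted effect of over 55% in size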
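Quantitative HTS: incision of a TAMRA/BHQ-2 double-stranded substrate bearing a tetrahydrofuran abasic site by 0.75 nM APE1 raises fluorescence. Substrate 50 nM final, added after 15 min compound preincubation at room temperature; progress as third-minus-first kinetic read difference.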
Starred values were filed as active, the others as inactive; ? = inconclusive; · = not tested or not shown; & = joins results of further samples; [ ] = dose if it differs, or a comment. Unless noted, calls follow the shape of the dose curve; as a rule, active = well fitted curve in the direction sought with a large enough effect; inconclusive = small, poorly fitted or top-dose-only effect, or another doubt; inactive = no such curve, though single readings can be large; an effect the other way counts as inactive or inconclusive. Some of the compounds tested. The share of hits here may be higher or lower than overall.

[1] COc1ccc(COC(=O)NC(C(=O)O)c2ccccc2)cc1 (stereo not drawn)
[2] COc1ccc(-n2c(N)c(C(=O)NCc3ccco3)c3nc4ccccc4nc32)cc1
[3] CC12CCC(=O)N1C(C(=O)NCCN1C(=O)S/C(=C\c3ccccc3Cl)C1=O)CS2 (stereo not drawn)
[4] O=C1C(=O)N(Cc2cccnc2)C(c2ccccn2)/C1=C(/O)c1ccc(F)cc1 (stereo not drawn)
[5] O=C(CCN1CCN(C(=O)c2ccco2)CC1)Nc1ccc(F)cc1
[6] COc1ccc(NC(=O)c2cc(S(=O)(=O)N3CCCCCC3)cn2C)c(OC)c1
[7] O=C(CCSCc1ccc(Cl)cc1)NCc1cccnc1
[8] O=C(CCc1nc(-c2ccccc2F)no1)NCc1ccco1
compound no.	1	2	3	4	5	6	7	8
POLI inh	-11%	?	-1%	-4%	4%	29%	-2%	4%
POLB inh	·	?	·	11%	0%	-1%	10%	6%
TRHR ag	0.1	-0.2	0.6	-1.2	-0.1	-0.8	-0.4	0.0
BLM inh	·	-10%	·	6%	-5%	-3%	-1%	-5%
Apoferritin bind	·	159%[activator]	·	-9%	10%	-2%	-10%	-7%
ALOX12 inh	-11%	-16%	-7%	-43%	-2%	0%	-3%	-10%
Pol kappa inh	-10%	-7%	-1%	-9%	-9%	-10%[60.1 µM]	-10%	3%
ERG Ets-DNA blk	-4%	·	?	-5%	-3%	0%	0%	·
APEX1 inh	11%	-9%	0%	21%	8%	·	33%[activator]	7%

2 entries picked at random from those above:
[1] COc1ccc(COC(=O)NC(C(=O)O)c2ccccc2)cc1 (stereo not drawn)
[8] O=C(CCc1nc(-c2ccccc2F)no1)NCc1ccco1
compound no.	1	8
POLI inh	-11%	4%
POLB inh	·	6%
TRHR ag	0.1	0.0
BLM inh	·	-5%
Apoferritin bind	·	-7%
ALOX12 inh	-11%	-10%
Pol kappa inh	-10%	3%
ERG Ets-DNA blk	-4%	·
APEX1 inh	11%	7%

Next part.
[9] COc1ccccc1N1CCN(c2nc3c(S(=O)(=O)c4ccc(C)c(C)c4)nnn3c3ccc(Cl)cc23)CC1
[10] CCOC(=O)c1cc2sc(C)cc2n1C(C)C(=O)OCC (stereo not drawn)
[11] Cc1nnc(NC(=O)CSc2nc3ccccc3[nH]2)s1
[12] Cc1ccc(C(=O)N[C@H](C(=O)OCc2nnc(-c3ccccc3)o2)C(C)C)cc1
[13] CC(C)CN1CCNC(=O)C1CC(=O)N(C)CC1CCOCC1 (stereo not drawn)
[14] CSc1ccccc1C(=O)Nc1ccccc1C(=O)N1CCCC1
[15] CCOc1cc(C2c3c(-c4ccccc4O)n[nH]c3C(=O)N2CCc2ccccc2)ccc1O (stereo not drawn)
[16] CCOc1ccccc1NC(=O)CSc1nnc2ccc(-c3ccncc3)nn12
compound no.	9	10	11	12	13	14	15	16
POLI inh	10%	8%	-13%	-7%	-15%	22%	-7%	36%[activator]
POLB inh	14%	3%	18%	47%[activator]	-12%	-29%	-20%	57%
TRHR ag	-0.1	-0.8	0.7	-1.2	-0.1	0.1	0.4	0.0
BLM inh	-3%	-4%	1%	-4%	-1%	-14%	-11%	-2%
Apoferritin bind	-14%	-10%	-11%	7%	4%	-2%	7%	-13%
ALOX12 inh	-30%	10%	-19%	27%	0%	6%	-3%	-5%
Pol kappa inh	-3%	-14%	-12%	-19%	-2%	2%	-16%	-3%
ERG Ets-DNA blk	0%	-8%	4%	-2%	-4%	-10%	0%	14%
APEX1 inh	·	-3%	?	2%	28%	-5%	·	4%

[17] O=S(=O)(NCc1ccccc1)c1cccc(S(=O)(=O)N2CCOCC2)c1
[18] CCSc1ncc(Cl)c(C(=O)Nc2ccccc2OC)n1
[19] Cc1ccc(N2CCN(/N=C/c3ccncc3)CC2)cc1
[20] COc1ccc(Cc2noc(CN3CCN(Cc4csc(C)n4)CC3)n2)cc1OC
[21] CCS(=O)(=O)Nc1ccc(C2=NN(C(=O)c3ccco3)C(c3ccco3)C2)cc1 (stereo not drawn)
[22] NC(=O)N/N=C/CCc1ccccc1
[23] CN(NC(=O)c1ccccc1)C1=NS(=O)(=O)c2ccccc21
[24] CCOc1ccc(N/N=C(/C#N)C(N)=O)cc1
compound no.	17	18	19	20	21	22	23	24
POLI inh	-3%	8%	-7%	-10%	14%	28%	27%	52%[activator]
POLB inh	3%	6%	0%	22%	·	21%	0%	1%
TRHR ag	0.6	0.7	0.3	-0.8	-0.1	0.2	0.0	0.2
BLM inh	0%	-2%	-3%	-3%	·	-1%	-5%	-10%
Apoferritin bind	-10%	-5%	-5%	-4%	·	-11%	-4%	-23%
ALOX12 inh	-7%	23%	-22%	-9%	1%	-13%	-10%	?
Pol kappa inh	-6%	-15%	-8%	7%	-3%	2%	-13%	-5%
ERG Ets-DNA blk	-7%	-2%	23%	-5%	2%	-3%	-2%	-4%
APEX1 inh	0%	51%[activator]	1%	2%	0%	-1%	-1%	8%

Sorted by count of non-hydrogen atoms (low to high): part of the list above.
[24] CCOc1ccc(N/N=C(/C#N)C(N)=O)cc1
[23] CN(NC(=O)c1ccccc1)C1=NS(=O)(=O)c2ccccc21
[17] O=S(=O)(NCc1ccccc1)c1cccc(S(=O)(=O)N2CCOCC2)c1
compound no.	24	23	17
POLI inh	52%[activator]	27%	-3%
POLB inh	1%	0%	3%
TRHR ag	0.2	0.0	0.6
BLM inh	-10%	-5%	0%
Apoferritin bind	-23%	-4%	-10%
ALOX12 inh	?	-10%	-7%
Pol kappa inh	-5%	-13%	-6%
ERG Ets-DNA blk	-4%	-2%	-7%
APEX1 inh	8%	-1%	0%

Later entries:
[25] CC1=C(C)/C(=N\OS(=O)(=O)c2ccc(C)cc2)C=CC1=O
[26] CCC(C)(C)NC(=O)C(c1cccc(OC)c1OC)N(CC(C)C)C(=O)CCC(=O)Nc1cc(C)on1 (stereo not drawn)
[27] Cc1cc(C)cc(NC(=O)CCCc2nnc3n(CC(C)C)c(=O)c4sccc4n23)c1
[28] COc1ccc(OC)c([C@@H]2OCCC=C[C@H]2C)c1
[29] COc1ccc(Cn2ccc3nc(C)c(C(=O)N4CCN(c5ccc(F)cc5)CC4)cc3c2=O)cc1
[30] CCCN1CCN(CCNC(=O)Nc2cc(Cl)c(OC)cc2OC)CC1
[31] CCC1CN(C(=O)N2CCC(C(=O)NCc3cccs3)CC2)c2cc(C)ccc2O1 (stereo not drawn)
[32] COc1cccc(/C=C2/Sc3ccc(C(=O)NCCN4CCCCCC4)cc3NC2=O)c1
compound no.	25	26	27	28	29	30	31	32
POLI inh	-11%	64%[activator]	13%	-19%	30%[activator]	14%	4%	-14%
POLB inh	46%	0%	0%	8%	28%	20%	7%	-3%
TRHR ag	-0.1	-0.1	0.4	-0.8	0.2	-0.1	-0.4	2.8
BLM inh	1%	-3%	-1%	-3%	1%	3%	-4%	34%[activator]
Apoferritin bind	-1%	-15%	-7%	-9%	2%	6%	3%	-16%
ALOX12 inh	?	-30%	-18%	-1%	5%	-10%	-21%	?
Pol kappa inh	-9%	0%	0%	11%	0%	-17%	-8%	6%
ERG Ets-DNA blk	4%	-4%	-3%	-2%	-9%	6%	-3%	4%
APEX1 inh	13%	10%	·	?	·	·	·	-21%

[33] CC(=O)Nc1cccc(C(=O)NCC2(N3CCCCC3)CCCCC2)c1
[34] COc1ccc(C2CC(=O)Oc3cc(C)c(Cl)cc32)cc1 (stereo not drawn)
[35] CC1(c2nnc(-c3ccc(Cl)cc3)o2)CC(c2ccncc2)=NO1 (stereo not drawn)
[36] COC(=O)C1=C(C)Nc2[nH]c(=S)[nH]c(=O)c2C1c1ccc(O)cc1 (stereo not drawn)
[37] CN(CC(=O)Nc1ccccc1Cl)C(=O)Cn1nnc(-c2ccc(F)cc2)n1
[38] COc1ccc(NC(=O)c2ccccc2NC(=O)CSc2ccccc2)cc1
[39] O=C(NCc1cccc(C(F)(F)F)c1)c1cccc(S(=O)(=O)NCc2ccccc2)c1
[40] O=C(NCCC(=O)N1O[C@@H]2C=C[C@H]1C2)OCC1c2ccccc2-c2ccccc21
compound no.	33	34	35	36	37	38	39	40
POLI inh	62%[activator]	-34%	14%	11%	-8%	-9%	?	40%[activator]
POLB inh	24%	·	4%	22%	·	4%[57.1 µM]	6%	·
TRHR ag	-0.1	·	0.3	0.4	-0.1	0.4	-0.9	·
BLM inh	-1%	-8%[75.6 µM]	-4%	0%	·	1%	-11%	·
Apoferritin bind	-1%	-6%[110 µM]	0%	-3%	·	-15%	-3%	·
ALOX12 inh	-22%	?	0%	0%	-9%	-28%	-3%	?
Pol kappa inh	-2%	3%&-13%	1%	-8%	-16%	-6%	-6%	-7%
ERG Ets-DNA blk	3%	3%	-4%	5%	5%	2%	-4%	-3%
APEX1 inh	12%	-4%&-7%	5%	-2%	6%	-2%	-8%	1%

[41] CC1Cc2ccccc2N1C(=O)COC(=O)c1n[nH]c(=O)c2ccccc12 (stereo not drawn)
[42] Cc1ccccc1Cn1nc(C)c(NC(=O)c2cc3n(n2)C(C(F)F)CC(C(F)F)N3)c1C (stereo not drawn)
[43] S=c1[nH]nc(-c2ccccc2Cl)n1Cc1ccccc1
[44] CC(C)(C)Cc1nnc(NC(=O)CCC2CCCCC2)s1
[45] COc1cccc(/C=C2\CCC(C3CCCC3)C2=O)c1OC (stereo not drawn)
compound no.	41	42	43	44	45
POLI inh	-7%	1%	57%[activator]	119%[activator]	?
POLB inh	·	10%	?	-2%	3%
TRHR ag	-2.1	-0.1	-0.1	0.1	0.4
BLM inh	·	-2%	-1%	-3%	-10%
Apoferritin bind	·	-7%	?	-2%	-14%
ALOX12 inh	-15%	0%	?	·	-2%
Pol kappa inh	10%	-9%	0%	-8%	4%
ERG Ets-DNA blk	-9%	2%	0%	-8%	-4%
APEX1 inh	5%	10%	-2%	31%	7%
